Screens as filed in PubChem BioAssay.
NSD2 block: inhibitors of human NSD2, primary screen, biochemical, plate reader, single point | NSD2-SET H3K36me1 DELFIA fluorescence | inhibition, % at 12.5 µM | actives 0.07% (n = 44,000); in the data active means inhibition above about 54%, passing the limit was not always enough;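 further: inhibitors reduce the monomethyl H3K36 fluorescence signal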
Target sequence (O96028 whole entry, looked up): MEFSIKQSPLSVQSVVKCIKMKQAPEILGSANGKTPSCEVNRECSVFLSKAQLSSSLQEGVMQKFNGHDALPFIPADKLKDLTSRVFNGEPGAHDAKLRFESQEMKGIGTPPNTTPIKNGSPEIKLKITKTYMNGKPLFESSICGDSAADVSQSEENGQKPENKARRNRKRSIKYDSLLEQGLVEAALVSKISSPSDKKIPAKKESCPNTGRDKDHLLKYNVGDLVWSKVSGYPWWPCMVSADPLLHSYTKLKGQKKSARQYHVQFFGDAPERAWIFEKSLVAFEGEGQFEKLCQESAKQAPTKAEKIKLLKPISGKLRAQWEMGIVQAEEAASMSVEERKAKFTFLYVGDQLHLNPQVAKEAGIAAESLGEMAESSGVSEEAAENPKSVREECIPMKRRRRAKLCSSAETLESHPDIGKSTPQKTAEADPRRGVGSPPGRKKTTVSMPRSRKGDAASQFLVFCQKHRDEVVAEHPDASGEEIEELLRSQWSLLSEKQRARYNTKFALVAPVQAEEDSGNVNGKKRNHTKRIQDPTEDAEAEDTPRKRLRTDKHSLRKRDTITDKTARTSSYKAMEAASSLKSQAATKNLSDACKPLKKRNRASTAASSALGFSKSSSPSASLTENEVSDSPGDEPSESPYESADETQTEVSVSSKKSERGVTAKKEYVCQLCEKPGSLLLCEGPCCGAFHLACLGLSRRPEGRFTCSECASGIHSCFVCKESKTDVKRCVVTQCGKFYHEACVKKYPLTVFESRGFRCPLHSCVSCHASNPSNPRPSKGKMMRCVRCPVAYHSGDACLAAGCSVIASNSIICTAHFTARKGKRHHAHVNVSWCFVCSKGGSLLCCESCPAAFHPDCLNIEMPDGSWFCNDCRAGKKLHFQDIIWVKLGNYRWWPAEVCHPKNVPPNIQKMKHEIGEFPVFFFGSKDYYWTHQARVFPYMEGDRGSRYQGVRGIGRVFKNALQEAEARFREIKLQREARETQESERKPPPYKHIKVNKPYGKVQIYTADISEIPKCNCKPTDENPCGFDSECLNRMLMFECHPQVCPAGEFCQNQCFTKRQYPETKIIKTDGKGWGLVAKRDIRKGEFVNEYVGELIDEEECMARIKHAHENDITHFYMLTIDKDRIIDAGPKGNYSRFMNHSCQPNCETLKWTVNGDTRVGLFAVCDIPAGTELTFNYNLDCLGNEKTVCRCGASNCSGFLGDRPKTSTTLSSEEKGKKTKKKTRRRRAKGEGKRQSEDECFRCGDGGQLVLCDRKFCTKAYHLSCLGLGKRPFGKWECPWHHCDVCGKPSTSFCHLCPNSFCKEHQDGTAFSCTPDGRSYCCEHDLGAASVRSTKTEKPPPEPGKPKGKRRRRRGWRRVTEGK
Numbers without * were called inactive. Only part of the results is shown (hit frequency here may not be typical).

NSD2 block | Molecule
4 | C[C@@H]1CN([C@H](C)CO)S(=O)(=O)c2ccc(-c3ccncc3)cc2O[C@@H]1CN(C)S(=O)(=O)c1ccccc1F
-3 | COc1cccc(-c2cnc3c(c2)C(=O)N([C@@H](C)CO)C[C@@H](C)[C@@H](CN(C)Cc2ccc(F)cc2)O3)c1
-1 | Cc1noc(C)c1NC(=O)N(C)C[C@H]1Oc2ccc(NC(=O)CCC(F)(F)F)cc2CC(=O)N([C@H](C)CO)C[C@@H]1C
-1 | Cc1noc(C)c1S(=O)(=O)Nc1ccc2c(c1)CC(=O)N([C@H](C)CO)C[C@H](C)[C@H](CN(C)C(=O)Nc1ccccc1)O2
18 | C[C@@H]1CN([C@H](C)CO)C(=O)CCCn2nncc2CO[C@H]1CN(C)C(=O)Nc1cccc2ccccc12
11 | C[C@H]1CN([C@@H](C)CO)C(=O)c2cc(NC(=O)C3CCCCC3)ccc2O[C@@H]1CN(C)Cc1ccncc1
2 | C[C@@H]1CN([C@@H](C)CO)C(=O)c2cc(-c3ccc(C#N)cc3)cnc2O[C@@H]1CN(C)C(=O)Nc1ccccc1
8 | C[C@@H]1CCCCO[C@H](CN(C)C(=O)c2ccccc2)[C@H](C)CN([C@H](C)CO)C(=O)c2cc(NC(=O)C3CCCCC3)ccc2O1
-2 | Cc1ccc(S(=O)(=O)N(C)C[C@H]2OCCCC[C@H](C)Oc3ccc(NC(=O)NC(C)C)cc3C(=O)N([C@@H](C)CO)C[C@H]2C)cc1
0 | C[C@@H]1O[C@@H](Oc2cc(O)c3c(=O)c(O[C@@H]4O[C@@H](C)[C@H](O)[C@@H](O[C@@H]5OC[C@@H](O)[C@H](O)[C@H]5O)[C@H]4O[C@@H]4O[C@H](CO)[C@@H](O)[C@H](O)[C@H]4O)c(-c4ccc(O)cc4)oc3c2)[C@H](O)[C@H](O)[C@H]1O
0 | C[C@H](CO)N1C[C@H](C)[C@@H](CN(C)S(C)(=O)=O)Oc2ccc(NS(=O)(=O)c3ccc(Cl)cc3)cc2CC1=O
2 | C[C@@H]1CN([C@H](C)CO)C(=O)CCCn2nncc2CO[C@@H]1CN(C)S(=O)(=O)c1ccccc1
-1 | C[C@@H]1CN([C@H](C)CO)C(=O)c2cc(NC(=O)c3ccncc3)ccc2O[C@@H]1CN(C)S(C)(=O)=O
2 | C[C@H](CO)N1C[C@H](C)[C@@H](CN(C)Cc2ccncc2)Oc2c(NC(=O)C3CCOCC3)cccc2C1=O
5 | C[C@H](CO)N1C[C@H](C)[C@H](CN(C)Cc2ccc(F)cc2)Oc2ncc(-c3cncnc3)cc2C1=O
-3 | C[C@H]1CN([C@@H](C)CO)C(=O)c2cc(-c3ccccc3F)cnc2O[C@H]1CN(C)C(=O)CN(C)C
3 | COc1ccc(C#Cc2cnc3c(c2)C(=O)N([C@H](C)CO)C[C@H](C)[C@@H](CN(C)C(=O)c2ccccc2F)O3)cc1
1 | C[C@@H]1CN([C@H](C)CO)C(=O)c2cc(C#CCC3CCCC3)cnc2O[C@@H]1CN(C)Cc1ccccn1
0 | CC(C)C#Cc1ccc2c(c1)O[C@@H](CN(C)S(C)(=O)=O)[C@@H](C)CN([C@@H](C)CO)S2(=O)=O
-2 | C[C@H]1CN([C@@H](C)CO)C(=O)c2cc(NS(C)(=O)=O)ccc2O[C@H]1CN(C)Cc1ccncc1
0 | O=C(NO)c1ccc(C(=O)N/N=C/c2ccc([N+](=O)[O-])c(O)c2)cc1
0 | C=CC(C)(C)c1[nH]cnc1/C=C1\NC(=O)C(C(C)C)NC1=O (stereo not given)
4 | C/C=C/c1ccc2c(c1)O[C@H](CN(C)C(=O)Cc1ccccn1)[C@H](C)CN([C@H](C)CO)S2(=O)=O
-3 | CCCC(O)C#Cc1cnc2c(c1)C(=O)N([C@H](C)CO)C[C@H](C)[C@H](CN(C)S(=O)(=O)c1ccc(OC)cc1)O2 (stereo not given in full)
2 | C[C@@H]1CCCCO[C@@H](CN(C)C(=O)C2CCCCC2)[C@H](C)CN([C@H](C)CO)C(=O)c2cc(NC(=O)CCCN(C)C)ccc2O1
-9 | Cc1noc(C)c1NC(=O)N(C)C[C@@H]1Oc2ccc(NC(=O)Nc3ccc(C(F)(F)F)cc3)cc2CC(=O)N([C@@H](C)CO)C[C@H]1C
4 | C[C@@H]1CN([C@@H](C)CO)C(=O)CCCn2nncc2CO[C@@H]1CN(C)S(=O)(=O)c1ccc(Oc2ccccc2)cc1
-2 | COc1ccc(S(=O)(=O)Nc2cccc3c2O[C@H](CN(C)Cc2ccc4c(c2)OCO4)[C@@H](C)CN([C@@H](C)CO)C3=O)cc1
14 | CNC[C@@H]1Oc2c(NC(=O)Nc3c(C)noc3C)cccc2C(=O)N([C@@H](C)CO)C[C@@H]1C
-1 | CS(=O)(=O)Nc1ccc2c(c1)[C@H]1C[C@@H](CC(=O)NCc3ccncc3)O[C@H](CO)[C@H]1O2
1 | COc1ccc(S(=O)(=O)N(C)C[C@@H]2OCc3cn(nn3)CCCC(=O)N([C@H](C)CO)C[C@@H]2C)cc1
-6 | O=C(C[C@H]1C=C[C@H](NS(=O)(=O)c2ccccc2)[C@@H](CO)O1)NCc1ccc(Cl)c(Cl)c1

Grouped by structure, the entries above with two or more sulfur atoms (three)
NSD2 block | Molecule
4 | C[C@@H]1CN([C@H](C)CO)S(=O)(=O)c2ccc(-c3ccncc3)cc2O[C@@H]1CN(C)S(=O)(=O)c1ccccc1F
0 | C[C@H](CO)N1C[C@H](C)[C@@H](CN(C)S(C)(=O)=O)Oc2ccc(NS(=O)(=O)c3ccc(Cl)cc3)cc2CC1=O
0 | CC(C)C#Cc1ccc2c(c1)O[C@@H](CN(C)S(C)(=O)=O)[C@@H](C)CN([C@@H](C)CO)S2(=O)=O

The listing continues.
NSD2 block | Molecule
0 | C[C@@H]1CN([C@@H](C)CO)C(=O)c2cc(NC(=O)Cn3cnnn3)ccc2O[C@@H]1CN(C)S(=O)(=O)c1ccc(F)cc1
5 | C[C@@H]1CCCCO[C@H](CN(C)C(=O)NC2CCCCC2)[C@H](C)CN([C@H](C)CO)C(=O)c2cc(NC(=O)Cc3ccccc3)ccc2O1
2 | C[C@@H]1CCCCO[C@@H](CN(C)C(=O)CCCN(C)C)[C@@H](C)CN([C@H](C)CO)C(=O)c2cc(NS(=O)(=O)c3ccc(F)cc3)ccc2O1
4 | CNC[C@H]1Oc2ccc(NC(=O)NC3CCCCC3)cc2CC(=O)N([C@@H](C)CO)C[C@@H]1C
-3 | C[C@@H]1CN([C@@H](C)CO)S(=O)(=O)c2ccc(-c3ccc(F)cc3)cc2O[C@@H]1CN(C)C(=O)Nc1ccccc1F
12 | C/C=C/c1cnc2c(c1)C(=O)N([C@H](C)CO)C[C@@H](C)[C@@H](CN(C)Cc1ccc(F)cc1)O2
0 | C=CCOC(=O)C(=O)/C=C/c1cn(C(C)=O)c2ccccc12
1 | Cc1ccc(O)c(N=Nc2ccccc2)n1
1 | C[C@@H]1O[C@@H](O[C@@H]2CC[C@@]3(C)C(CC[C@]4(C)C3CC=C3[C@@H]5CC(C)(C)CC[C@]5(C(=O)O[C@@H]5O[C@H](CO)[C@@H](O)[C@H](O)[C@H]5O)CC[C@]34C)[C@]2(C)CO)[C@H](O)[C@H](O[C@@H]2OC[C@@H](O)[C@H](O)[C@H]2O)[C@H]1O (stereo not given in full)
-1 | C[C@@H]1CCCCO[C@@H](CN(C)C(=O)C2CCCCC2)[C@H](C)CN([C@H](C)CO)C(=O)c2cc(NC(=O)c3ccncc3)ccc2O1
0 | C[C@@H]1CN([C@H](C)CO)C(=O)c2cc(NC(=O)c3ccncc3)ccc2O[C@@H]1CN(C)Cc1ccccc1
-4 | C[C@@H]1CN([C@@H](C)CO)S(=O)(=O)c2ccc(-c3ccccc3)cc2O[C@H]1CN(C)Cc1cccc(F)c1
2 | C[C@H](CO)N1C[C@H](C)[C@@H](CN(C)C(=O)Nc2ccc(F)cc2)Oc2cc(-c3ccncc3)ccc2S1(=O)=O
-1 | C[C@H]1CN([C@@H](C)CO)C(=O)Cc2cc(NC(=O)NC3CCCCC3)ccc2O[C@@H]1CN(C)C
-18 | COc1ccc(S(=O)(=O)Nc2cccc3c2O[C@H](CN(C)C)[C@@H](C)CN([C@@H](C)CO)C3=O)cc1
-2 | COCC#Cc1cnc2c(c1)C(=O)N([C@@H](C)CO)C[C@@H](C)[C@@H](CN(C)S(=O)(=O)c1ccccc1)O2
-1 | C[C@H]1CCCCO[C@H](CN(C)S(=O)(=O)c2ccccc2)[C@@H](C)CN([C@@H](C)CO)C(=O)c2cc(NC(=O)CCC(F)(F)F)ccc2O1
3 | C[C@H](CO)N1C[C@H](C)[C@H](CN(C)Cc2ccncc2)Oc2c(NC(=O)c3cnccn3)cccc2C1=O
-4 | O=C(Nc1cc(-c2ccc(Cl)cc2)nn1-c1ccc(F)cc1)C1CCC1
2 | C[C@@H]1CN([C@@H](C)CO)C(=O)c2cccc(NC(=O)c3cnccn3)c2O[C@@H]1CN(C)Cc1ccc(C(=O)O)cc1
-1 | CC(C)CC#Cc1cnc2c(c1)C(=O)N([C@H](C)CO)C[C@@H](C)[C@@H](CN(C)Cc1ccccc1C(=O)O)O2
3 | C[C@H](CO)N1C[C@H](C)[C@H](CN(C)C(=O)Nc2cc(F)ccc2F)Oc2ncc(-c3cccc(F)c3)cc2C1=O
9 | C[C@H](CO)N1C[C@H](C)[C@@H](CN(C)C(=O)Nc2ccc(C(F)(F)F)cc2)Oc2ccc(NC(=O)Cn3cnnn3)cc2CC1=O
-5 | C[C@@H]1CN([C@@H](C)CO)C(=O)c2cccc(NC(=O)NC3CCCCC3)c2O[C@@H]1CN(C)S(=O)(=O)c1cccs1
-3 | COc1ccc(CN(C)C[C@H]2Oc3ccc(NC(=O)CCC(F)(F)F)cc3C(=O)N([C@@H](C)CO)C[C@@H]2C)cc1
-2 | C[C@@H]1CN([C@H](C)CO)S(=O)(=O)c2ccc(-c3ccccc3F)cc2O[C@H]1CN(C)C
-4 | COC(=O)c1ccc(NC(=O)CN2C(=O)C3C4CC(c5ccccc5)C(C4)C3C2=O)cc1 (stereo not given)
1 | Cc1ccc(S(=O)(=O)N(C)C[C@@H]2Oc3ccc(NS(=O)(=O)c4cccs4)cc3CC(=O)N([C@@H](C)CO)C[C@@H]2C)cc1
-9 | COc1ccc(NC(=O)Nc2ccc3c(c2)C(=O)N([C@H](C)CO)C[C@H](C)[C@H](CN(C)S(=O)(=O)c2cn(C)cn2)O3)cc1
5 | C[C@@H]1CN([C@@H](C)CO)C(=O)c2cccc(NS(=O)(=O)c3cn(C)cn3)c2O[C@@H]1CN(C)C(=O)Nc1ccccc1
25 | C[C@@H]1CCCCO[C@H](CN(C)C)[C@@H](C)CN([C@@H](C)CO)C(=O)c2cc(NS(=O)(=O)c3ccc(F)cc3)ccc2O1
3 | C[C@H](CO)N1C[C@H](C)[C@H](CN(C)C(=O)Nc2cccc(C(F)(F)F)c2)OCc2ccccc2-c2ccccc2C1=O

Laid out differently: entries from further up.
| canonical_smiles | NSD2 block |
| --- | --- |
| COc1ccc(NC(=O)Nc2ccc3c(c2)C(=O)N([C@H](C)CO)C[C@H](C)[C@H](CN(C)S(=O)(=O)c2cn(C)cn2)O3)cc1 | -9 |
| C[C@@H]1CN([C@@H](C)CO)C(=O)c2cccc(NS(=O)(=O)c3cn(C)cn3)c2O[C@@H]1CN(C)C(=O)Nc1ccccc1 | 5 |
| C[C@@H]1CCCCO[C@H](CN(C)C)[C@@H](C)CN([C@@H](C)CO)C(=O)c2cc(NS(=O)(=O)c3ccc(F)cc3)ccc2O1 | 25 |
| C[C@H](CO)N1C[C@H](C)[C@H](CN(C)C(=O)Nc2cccc(C(F)(F)F)c2)OCc2ccccc2-c2ccccc2C1=O | 3 |

Next part:
NSD2 block | Molecule
6 | COc1cc2c(cc1O)C(c1cccs1)N(C)CC2 (stereo not given)
0 | CC1=C(CO)CC(C(C)C2CCC3C4CC=C5CC(OC6OC(COC7OC(CO)C(O)C(O)C7O)C(O)C(O)C6O)CC(O)C5(C)C4CCC23C)OC1=O (stereo not given)
-2 | C[C@@H]1CN([C@@H](C)CO)C(=O)Cc2cc(NC(=O)Cc3ccccc3)ccc2O[C@@H]1CN(C)C(=O)Nc1ccccc1
2 | c1ccc2c(c1)CN1CCCC1=N2
-3 | COc1cccc(-c2cnc3c(c2)C(=O)N([C@H](C)CO)C[C@H](C)[C@@H](CN(C)CC2CCCC2)O3)c1
5 | CC(=O)Cc1cc(=O)c2c(C)cc(O)c(C3OC(CO)C(O)C(O)C3O)c2o1 (stereo not given)
-2 | C[C@@H]1CN([C@H](C)CO)C(=O)c2cc(-c3ccc(C#N)cc3)cnc2O[C@H]1CN(C)Cc1cccnc1
-89 | COC(=O)C1=CO[C@@H](O[C@@H]2O[C@H](CO)[C@@H](O)[C@H](O)[C@H]2O)[C@H]([C@H](C)OC(C)=O)[C@@H]1CC(=O)O
-23 | C[C@H](CO)N1C[C@H](C)[C@H](CN(C)Cc2ccc(C(F)(F)F)cc2)Oc2c(NS(=O)(=O)c3ccccc3)cccc2C1=O
-9 | CNC[C@@H]1OCCCC[C@@H](C)Oc2ccc(NS(=O)(=O)c3ccc(Cl)cc3)cc2C(=O)N([C@@H](C)CO)C[C@H]1C
1 | Cc1ccccc1/C=N/NC(=O)c1cccc(C(=O)NO)c1
-7 | COc1ccc(CN(C)C[C@H]2Oc3ccc(NC(=O)Nc4ccc(F)cc4)cc3CC(=O)N([C@H](C)CO)C[C@@H]2C)cc1
-2 | O=C(NO)c1cccc(C(=O)N/N=C/c2cccc(OCCO)c2)c1
-4 | C[C@H](CO)N1C[C@H](C)[C@H](CN(C)S(=O)(=O)c2cccs2)Oc2ccc(NS(=O)(=O)c3ccc(Cl)cc3)cc2CC1=O
-5 | C[C@@H]1CCCCO[C@H](CN(C)Cc2ccccc2)[C@H](C)CN([C@@H](C)CO)C(=O)c2cc(NS(=O)(=O)c3ccccc3)ccc2O1
